Hsp70 act: Hsp70 transcriptional activators, primary screen, cell-based, HeLa, Hsp70 promoter luciferase, luminescence, 10 µM; HeLa Hsp70 promoter luciferase reporter; scaled: vehicle 0, proteasome-inhibitor control 100%; activation, % at 10 µM; 0.04% of 200,000 active; AID 1203, 2008;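 active means activation above the mean across all tested compounds plus 3 SD, cutoff set per campaign, cut at about 5.5% in these data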;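 further: 100% = MG132 at 30 µM as the positive control and 0% = DMSO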
APP 5UTR inh: inhibitors of APP translation via 5'UTR reporter, primary screen, APP 5'UTR luciferase, SH-SY5Y cells. inhibition, % at 2 µM. 0.82% of 190,000 active. AID 1285, 2008. SH-SY5Y APP 5'UTR-luciferase reporter, luminescence;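 active means inhibition above a set limit, derived from the sample mean plus 3 SD, cut at about 45% in these data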; further: values of inactives mirror those of a sister screen read the other way
Efa HMGR inh: inhibitors of E. faecalis class II HMGR, primary screen, biochemical, Enterococcus faecalis; purified E. faecalis HMGR, NADPH absorbance 340 nm kinetic; HMG-CoA reductase (Enterococcus faecalis, mvaE); 0.41% of 190,000 active; AID 1066, 2008; inhibition, % at 10 µM;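 active means inhibition above a set limit, the median over all tested compounds plus 3 SD, cut at about 9.5% in these data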;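 further: enzyme runs in reverse so mevalonate oxidation gives rising NADPH absorbance; 0% = complete reaction with DMSO and 100% = background rate lacking mevalonate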
FLuc stim CS: FLuc activators, initial screening, artefact control for FLuc-dependent activation tests, biochemical, ATPlite luminescence. AID 1027, 2008. ATPlite luciferase biochemical, 10 min; 0 = ATP-free wells, 1 = DMSO control. activation factor at 10 µM. 200,000 tested, under 10 active;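 active means luciferase activation factor, scaled between plate controls, of at least 2 with compound at 10 µM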
Target sequence (P08659 whole entry, looked up): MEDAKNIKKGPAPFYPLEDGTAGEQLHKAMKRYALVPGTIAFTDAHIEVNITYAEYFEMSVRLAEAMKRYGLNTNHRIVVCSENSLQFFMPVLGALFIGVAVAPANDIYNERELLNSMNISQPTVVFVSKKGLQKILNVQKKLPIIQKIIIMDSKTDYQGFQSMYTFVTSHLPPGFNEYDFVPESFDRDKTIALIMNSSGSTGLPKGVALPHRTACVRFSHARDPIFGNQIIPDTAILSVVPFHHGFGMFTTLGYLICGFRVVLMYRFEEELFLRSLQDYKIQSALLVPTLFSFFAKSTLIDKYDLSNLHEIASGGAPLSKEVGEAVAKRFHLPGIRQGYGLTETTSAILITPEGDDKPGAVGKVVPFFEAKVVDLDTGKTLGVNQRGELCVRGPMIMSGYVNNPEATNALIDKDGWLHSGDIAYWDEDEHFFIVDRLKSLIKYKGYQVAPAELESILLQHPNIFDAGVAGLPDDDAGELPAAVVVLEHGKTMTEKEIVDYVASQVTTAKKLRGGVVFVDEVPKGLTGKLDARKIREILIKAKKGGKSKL
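test system = cell-free luciferase reagent | medium = PBS as buffer for the ATP substrate | dosing = test compounds dosed from 2 mM stocks in 100% DMSO | incubation = 10 min at ambient temperature | detection = luminescence measurement of luciferase light output | benchmarks = low control with PBS replacing ATP, high control enzyme plus ATP without compound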
STAT1 act: STAT1 signaling activators, primary screen, cell-based, HTS, luciferase reporter; NIH 3T3 STAT1-luciferase reporter, IFN-gamma, luminescence; 100% = IFN-gamma alone, no compound; activation (% of control), % at 5.5 µM; 2.6% of 200,000 active; AID 932, 2007;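 active means activation above the screen-wide mean activation plus 3 SD, cut at about 130% in these data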;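 further: raw ratio to IFN-gamma control signal so 100% means no change and 0% no light; values of inactives mirror those of a sister screen read the other way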
NF-kB expr up: activators of NF-kB expression in neurons, primary screen, cell-based, HTS; human neuronal cells, NF-kB reporter expression; stronger effect = higher value; fold change at 12.5 µM; 1.6% of 190,000 active; in the data active means fold change above about 3.3
G6PDH counter: L. mesenteroides G6PDH inhibitors, counter-screen for G6PDH-coupled screening assays, biochemical, Leuconostoc mesenteroides enzyme. glucose-6-phosphate dehydrogenase [Leuconostoc mesenteroides]. Purified L. mesenteroides G6PDH, diaphorase/resazurin coupled fluorescence, 45 min. inhibition, % at 5 µM. 0.12% of 200,000 active. AID 1020, 2008; in the data active means inhibition above about 50%
DTT redox prof: compounds producing H2O2 with reducing agent – biochemical, NIH compound library profiling, artefact control for MLSCN library redox annotation, primary screen; AID 878, 2007; activation, % at 10 µM; DTT-dependent redox cycling H2O2, phenol red/HRP absorbance; 100% = 100 µM peroxide control, 0% = buffer; 0.03% of 200,000 active;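 active means activation of at least 50% relative to the plate's high and low controls in the primary single-dose screen; inactive means activation below 50%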;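 further: compound incubated with DTT at 0.8 mM final as the reducing agent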
FLuc inh counter: firefly luciferase enzyme inhibitors, primary screen, artefact control for luciferase-based inhibitor screens, biochemical, luminescence, ATPLite. 1.5% of 200,000 active. 10 min. AID 1006, 2008. inhibition, % at 10 µM. Luciferin 4-monooxygenase (Photinus pyralis), P08659;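 active means inhibition above about 50% when tested at 10 µM, limit read from the data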
APP 5'UTR act: activators of APP 5'UTR luciferase reporter, primary screen, SH-SY5Y cells | SH-SY5Y APP 5'UTR luciferase reporter, luminescence; zero percent = DMSO vehicle wells | activation, % at 2 µM | 1% of 190,000 active;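 active means activation above a set limit, based on mean plus 3 SD of controls, cut at about 140% in these data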; further: values of inactives mirror those of a sister screen read the other way
Active calls of the source: *.

entry	Compound	Hsp70 act	APP 5UTR inh	Efa HMGR inh	FLuc stim CS	STAT1 act	NF-kB expr up	G6PDH counter	DTT redox prof	FLuc inh counter	APP 5'UTR act
1	CCn1c(SCC(=O)Nc2ccc3c(c2)oc2ccccc23)nnc1-c1ccc(N)cc1	-0.4	-5	-3	0.9	97	1.3	5	0.7	12	5
2	O=C(CN1CCC(C(=O)c2ccc(F)cc2)CC1)Nc1ccc(F)cc1	-0.2	-1	-3	1.1	93	0.88	9	0.7	-8	1
3	CCC1(C)Cc2ccccc2-c2nc3n(c(=O)c21)CC(C(=O)O)S3 (configuration not stated)	-0.1	0	-3	1	97	0.89	4	1.8	-4	0
4	COc1ccccc1Nc1nc(N)nc(CN2CCC(Cc3ccccc3)CC2)n1	-0.4	-19	-2	1	102	0.85	19	1.6	-2	19
5	CCSC1=NC2(CCCCC2)Nc2sc3c(c21)CCCC3	-0.1	0	0	1	102	2.2	2	-0.1	-3	0
6	CCOC(=O)C1(Cc2cccc(Cl)c2)CCCN(C(=O)c2cccnc2)C1 (configuration not stated)	-0.3	-8	0	1	92	1.1	10	1.5	-2	8
7	CC(=O)c1cccc(NC(=S)N2CCC(Cc3ccccc3)CC2)c1	-0.1	-4	-1	1	95	1.2	3	-0.5	-3	4
8	CCO[C@@H]1OC(C(=O)O)=C[C@H](c2csc3ccccc23)[C@H]1CCCO	-0.1	-8	-3	0.8	105	0.99	30	-0.1	22	8
9	CCOc1ccc(N2C(=O)CC(Sc3nccc(C)n3)C2=O)cc1 (configuration not stated)	-0.3	-4	-1	1	94	1.3	-10	1.4	-5	4
10	CC1CN(C(=O)c2ccc(COc3ccc4ccccc4c3)o2)CC(C)O1 (configuration not stated)	-0.1	-31	-4	1	121	1.8	22	-1.1	0	31
11	CCc1nnc(NC(=O)CSc2nnc(CSc3nc(C)cc(C)n3)n2C)s1	0.6	-8	0	1.1	100	1.1	6	0.1	-7	8
12	COc1cc(OC)c(Cl)cc1N	-0.1	-12	-2	1	99	1.5	6	-0.1	-4	12
13	Cc1ccccc1SCCNC(=O)c1ccccc1Br	0.0	-27	5	0.9	122	1.8	3	-0.1	6	27
14	NC(=O)C(CC(=O)O)NC(=O)[C@@H]1CCOc2c(I)cc([N+](=O)[O-])cc2C(=O)N[C@@H](CCC(=O)O)C(=O)N[C@@H](CO)C(=O)N1 (some centres not stated)	-0.3	3	-4	1.1	94	1.3	8	0.3	-6	-3
15	Cc1ccc(NC(=O)Cn2cccc2)c(Br)c1	-0.1	2	-5	1	108	1.7	-1	2.9	0	-2
16	Cc1ccc(NC(=O)CC2SC(=O)NC2=O)cc1 (configuration not stated)	0.0	-14	-9	1	89	1.3	1	-0.1	-3	14
17	Cc1[nH]c2ccccc2c1SCC(=O)N1CCOCC1	-0.3	-4	-7	1	97	1.1	21	-0.2	1	4
18	COCCSc1ccccc1C(=O)N1CCCC1	-0.3	2	-5	1	98	1.1	16	4.7	-3	-2
19	O=C(O)C1CCCCC1C(=O)NC1CCCCC1 (configuration not stated)	-0.2	-4	2	1	105	1.3	2	-3.4	-5	4
20	Cc1onc(-c2c(F)cccc2Cl)c1C(=O)OCc1cnc(Cl)s1	-0.2	-13	-8	1.1	99	1.2	2	-2.1	-7	13
21	O=S(=O)(c1cccc(C(F)(F)F)c1)N1CCN(c2ccccc2)CC1	1.0	-13	-2	1	101	1.3	0	0.1	-3	13
22	CCc1ccc(-c2nc(CSCC(=O)N3CCN(c4ccccn4)CC3)c(C)o2)cc1	-0.3	14	-6	1	95	0.58	12	-9.4	-4	-14
23	O=C(COc1ccc(OCc2ccccc2)cc1)NC1CCOC1=O (configuration not stated)	-0.4	-6	2	0.9	99	1.2	8	1.5	15	6
24	O=S(=O)(c1ccc(OCC2CO2)cc1)c1ccc(OCC2CO2)cc1 (configuration not stated)	0.5	4	-1	1	108	0.92	8	0.0	-1	-4
25	O=C(c1ccc(COc2ccccc2Br)cc1)N1CCCCC1	-0.4	-7	-4	1	102	1.2	0	-0.1	-1	7
26	COc1ccc(/C=C/C(=O)NCc2ccccn2)cc1	-0.4	0	-4	0.9	115	1.2	8	0.0	6	0
27	Cc1ccc(OC(=O)c2ccc(S(=O)(=O)N(C)C)cc2)c(-n2nc3ccccc3n2)c1	0.6	-85	-2	1	114	4.5*	0	-4.1	-1	85
28	COc1cccc(Oc2nc3ncn(Cc4ccccc4)c3c(=O)n2C)c1	0.0	24	1	1.1	101	1.3	-11	4.0	-7	-24
29	COC(=O)N1CCN(S(=O)(=O)c2ccc(F)cc2)CC1	0.0	13	-1	1.1	104	1.2	0	-0.4	-10	-13
30	COc1ccc(N2C(=O)C3CCCN3C2c2ccc(C)cc2)cc1 (configuration not stated)	-0.5	10	0	1.1	97	1.2	0	-1.6	-6	-10
31	CC(=O)N1CCN2C(=O)C1CCCC(=O)c1cc(C3CCCCC3)ccc12 (configuration not stated)	-0.2	-2	2	1.1	94	0.95	8	-1.6	-8	2
32	Cc1c(CN2CCN(c3cccc(C(F)(F)F)c3)CC2)c(=O)n(-c2ccccc2)n1C	-0.5	15	-7	1	99	1.2	10	0.3	0	-15
33	COc1ccc(C(=S)NCS(=O)(=O)c2ccc(C)cc2)cc1	-0.2	1	-6	1.1	96	1.2	-2	-0.4	-11	-1
34	COCCn1c(Cc2ccccc2)nnc1SCC(=O)Nc1ccccc1	-0.1	10	0	1.1	102	1.1	4	1.4	-6	-10
35	Cn1cc(Br)c(C(=O)NC2C3CC4CC(C3)CC2C4)n1 (configuration not stated)	0.2	-14	-4	1	147*	1.1	6	0.8	3	14
36	Cn1c(/C=C/c2ccccc2)nc2ccccc21	-0.1	-65	-7	0.1	29	2.1	13	0.0	94*	65
37	CCOC(=O)c1cnn(Cc2cccc(Cl)c2)c1C	0.0	-11	1	1	86	1.1	15	-0.1	4	11
38	Cc1ccc(S(=O)(=O)N2CCN(CC(=O)N/N=C/c3cc([N+](=O)[O-])ccc3Cl)CC2)cc1	-0.4	15	-4	1	97	1	-35	0.2	1	-15
39	O=C(Nc1cc(S(=O)(=O)N2CCOCC2)ccc1N1CCCC1)C1CC1	-0.4	-5	-2	1	105	1.1	3	-0.6	0	5
40	C=CCOC(=O)C(C#N)c1nc2ccccc2nc1N1CCN(Cc2ccc3c(c2)OCO3)CC1 (configuration not stated)	0.0	-2	-1	1.1	100	0.99	15	-1.9	-7	2
41	CCOC(=S)SCC(=O)Nc1nccs1	0.2	-18	-1	1	90	1	0	1.6	-2	18
42	Cn1cc(C(=O)c2ccc(Cl)cc2Cl)cc1C=O	-0.5	-6	-2	1	92	0.92	5	-0.9	-4	6
43	C[C@H](NC(=O)c1ccco1)C(=O)Nc1ccc(S(=O)(=O)N2CCCC2)cc1	-0.3	-1	0	1.1	99	0.97	4	1.8	-8	1
44	CC(C(=O)Nc1cc([N+](=O)[O-])ccc1Cl)N1CCN(c2ccc(O)cc2)CC1 (configuration not stated)	0.1	8	1	1.1	91	1.1	-11	-0.4	-6	-8
45	CCOc1ncccc1C(=O)OCc1ccc(C(=O)OC)o1	-0.1	-8	-3	1	101	1.1	8	2.1	-2	8
46	CCSc1nc2ccccc2n1C(=O)/C=C\c1ccc(OC)c(OC)c1	0.3	-4	4	1	103	2.2	4	-3.0	-4	4
47	Cn1c(SCc2ccccc2)nc2ccsc2c1=O	0.2	-1	-3	1	85	0.86	-2	-1.8	-4	1

For reference, eight of the compounds above.
entry	Compound	Hsp70 act	APP 5UTR inh	Efa HMGR inh	FLuc stim CS	STAT1 act	NF-kB expr up	G6PDH counter	DTT redox prof	FLuc inh counter	APP 5'UTR act
37	CCOC(=O)c1cnn(Cc2cccc(Cl)c2)c1C	0.0	-11	1	1	86	1.1	15	-0.1	4	11
38	Cc1ccc(S(=O)(=O)N2CCN(CC(=O)N/N=C/c3cc([N+](=O)[O-])ccc3Cl)CC2)cc1	-0.4	15	-4	1	97	1	-35	0.2	1	-15
39	O=C(Nc1cc(S(=O)(=O)N2CCOCC2)ccc1N1CCCC1)C1CC1	-0.4	-5	-2	1	105	1.1	3	-0.6	0	5
40	C=CCOC(=O)C(C#N)c1nc2ccccc2nc1N1CCN(Cc2ccc3c(c2)OCO3)CC1 (configuration not stated)	0.0	-2	-1	1.1	100	0.99	15	-1.9	-7	2
41	CCOC(=S)SCC(=O)Nc1nccs1	0.2	-18	-1	1	90	1	0	1.6	-2	18
42	Cn1cc(C(=O)c2ccc(Cl)cc2Cl)cc1C=O	-0.5	-6	-2	1	92	0.92	5	-0.9	-4	6
43	C[C@H](NC(=O)c1ccco1)C(=O)Nc1ccc(S(=O)(=O)N2CCCC2)cc1	-0.3	-1	0	1.1	99	0.97	4	1.8	-8	1
44	CC(C(=O)Nc1cc([N+](=O)[O-])ccc1Cl)N1CCN(c2ccc(O)cc2)CC1 (configuration not stated)	0.1	8	1	1.1	91	1.1	-11	-0.4	-6	-8
